From PubChem BioAssay
ABCB6 inh 2 = blocks the human ABCB6 transporter; AID 602162; fluorescence ratio to DMSO, % at 10 µM; 0.19% of 360,000 active; K562-ABCB6 porphyrin accumulation, flow cytometry, 1 h; stronger effect = lower value;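 active = fluorescence ratio to DMSO below 75%, the collection mean minus 3 SD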;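 note: signal is porphyrin accumulated inside mitochondria; 100% equals median channel fluorescence of DMSO control wells; lower ratio means ABCB6 inhibition with less porphyrin fluorescence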
MC4R antag cAMP = blocks human MC4R cAMP signaling. P32245. MC4R-expressing cells, MTII-stimulated cAMP, LANCE TR-FRET. inhibition, % at 6.5 µM. 0.48% of 360,000 active;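 active = inhibition above its plate's cutoff, the mean of tested wells on that plate plus 3 SD, cut at about 29% in these data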;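 note: 0% = Melanotan II alone and 100% = Melanotan II plus saturating MCL0020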
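System: U2OS-MC4R stable cell line; Technique: Eu-cAMP/anti-cAMP TR-FRET, emission 671 nm; Repeats: single well per compound; Also added: Melanotan II; Dosing: one concentration, 6.5 µM nominal; Schedule: 30-min compound, 1-h challenge, 1-h detection, room temperature.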
ABHD5 PLIN5 PPI = ABHD5-PLIN5 protein interaction inhibition; AID 602281; inhibition, % at 4 µM; 0.78% of 360,000 active; Split G. princeps luciferase complementation, luminescence, 4 h;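 active = inhibition above the mean inhibition across every tested compound plus 3 SD, cut at about 22% in these data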;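 note: 0% = DMSO only wells and the 100% control is not disclosed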
N-glyco inh = blocks N-linked glycosylation in D54 reporter cells. D54 ERlucT glycosylation luciferase reporter, 24 h; percent of 100 nM tunicamycin response. reporter increase, % at 12.5 µM. 0.23% of 360,000 active. AID 588692;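 active = mean luciferase reporter signal, scaled so untreated is 0 and the glycosylation-blocking control 100, at or above a set limit in every replicate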;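 note: luciferase carries N-glycosylation sites so blocking glycosylation raises the light; 0% = median of neutral control wells and 100% = median of 100 nM tunicamycin wells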
MC4R ag barr = agonists of human melanocortin 4 receptor (MC4R) beta-arrestin. P32245. U2OS MC4R beta-arrestin complementation, luminescence; percent of melanotan II response, DMSO zero. activation, % at 8.9 µM. 0.98% of 360,000 active;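 active = activation above a per-plate cutoff, the mean activation of sample wells on that plate plus 3 SD, cut at about 8% in these data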
H9c2 protect = myocardial damage modulation in H9c2 cells. protection from H2O2 cell death, % at 20 µM. H9c2 cardiomyocytes, H2O2 injury protection, ATPLite, 2 h. AID 588492. 0.63% of 360,000 active;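 active = compounds giving at least 50% protection of heart cells from peroxide-induced death in the single-dose screen, raw or plate-pattern-corrected value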;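 note: 0% = DMSO wells with peroxide and 100% = DMSO wells without peroxide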
NOD2 RIPK2 PPI = blocks binding of human NOD2 to RIPK2 | O43353 | CHO BLA complementation NOD2-RIPK2, CCF4 ratio | inhibition, % at 4.98 µM | 0.38% of 360,000 active; in the data active = inhibition above about 21%;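 note: 0% = vehicle only and 100% = reference blocker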
HTR2A ag = mouse HTR2A agonism via beta-arrestin recruitment; AID 624169; 0.66% of 360,000 active; CHO-K1 mHTR2A beta-arrestin complementation, luminescence; percent of 30 µM serotonin response; P35363; activation, % at 7.6 µM;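 active = activation above a run cutoff, the mean activation of all tested compounds plus 3 SD, cut at about 14% in these data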;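 note: 0% = plate median of compound wells and 100% = 30 µM serotonin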
TLR9-MyD88 block = inhibitors of human TLR9-MyD88 binding. CHO BLA complementation TLR9-MyD88, CCF4 FRET ratio. inhibition, % at 4.98 µM. 0.21% of 340,000 active. AID 504734;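 active = inhibition above the mean over all tested compounds plus 3 SD, cut at about 21% in these data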;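 note: 0% = DMSO only wells and 100% = clavulanate BLA inhibitor control wells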
Target sequence (Q99836 whole entry, looked up): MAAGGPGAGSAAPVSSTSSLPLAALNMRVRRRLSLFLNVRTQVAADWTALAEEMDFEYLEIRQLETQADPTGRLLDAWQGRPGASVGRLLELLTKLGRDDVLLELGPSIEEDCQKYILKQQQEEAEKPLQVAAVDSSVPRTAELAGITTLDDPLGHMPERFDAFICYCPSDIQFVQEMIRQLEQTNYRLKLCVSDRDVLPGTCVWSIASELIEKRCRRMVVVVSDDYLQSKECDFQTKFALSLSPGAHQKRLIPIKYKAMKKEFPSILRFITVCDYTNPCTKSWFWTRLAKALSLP
Target sequence (Q9NR96 whole entry, looked up): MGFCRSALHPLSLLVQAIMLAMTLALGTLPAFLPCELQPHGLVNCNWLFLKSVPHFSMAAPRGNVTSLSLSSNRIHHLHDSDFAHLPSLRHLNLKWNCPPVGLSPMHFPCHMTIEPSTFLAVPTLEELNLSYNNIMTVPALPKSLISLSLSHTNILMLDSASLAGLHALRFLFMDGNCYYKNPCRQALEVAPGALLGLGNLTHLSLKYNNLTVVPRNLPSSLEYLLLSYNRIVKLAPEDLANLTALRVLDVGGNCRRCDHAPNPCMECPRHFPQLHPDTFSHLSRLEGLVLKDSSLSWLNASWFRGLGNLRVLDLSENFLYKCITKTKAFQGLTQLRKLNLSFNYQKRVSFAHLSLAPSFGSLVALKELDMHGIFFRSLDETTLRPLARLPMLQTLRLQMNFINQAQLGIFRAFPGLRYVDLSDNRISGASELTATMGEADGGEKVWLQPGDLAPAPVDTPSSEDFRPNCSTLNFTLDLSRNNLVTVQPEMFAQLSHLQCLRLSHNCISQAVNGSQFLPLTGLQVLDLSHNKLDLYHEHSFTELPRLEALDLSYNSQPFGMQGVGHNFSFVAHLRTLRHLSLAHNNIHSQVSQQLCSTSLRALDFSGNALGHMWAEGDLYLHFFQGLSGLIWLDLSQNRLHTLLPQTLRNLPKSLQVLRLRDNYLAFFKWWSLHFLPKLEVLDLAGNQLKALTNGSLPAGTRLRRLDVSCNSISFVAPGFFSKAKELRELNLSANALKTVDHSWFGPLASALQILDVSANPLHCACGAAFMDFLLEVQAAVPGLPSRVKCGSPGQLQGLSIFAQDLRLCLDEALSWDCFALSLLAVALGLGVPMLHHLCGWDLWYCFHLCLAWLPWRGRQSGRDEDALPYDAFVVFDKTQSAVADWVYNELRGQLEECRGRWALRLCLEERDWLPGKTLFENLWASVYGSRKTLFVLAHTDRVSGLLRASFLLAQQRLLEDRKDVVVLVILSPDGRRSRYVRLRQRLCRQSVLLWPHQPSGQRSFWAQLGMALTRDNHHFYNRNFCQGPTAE
NCOA2 inhibitor = inhibits human steroid receptor coactivator 2; HEK293 GAL4-SRC2 luciferase reporter, luminescence; 0.17% of 370,000 active; AID 651957; inhibition, % at 9 µM; Q15596;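 active = inhibition above the mean inhibition of all tested compounds plus 3 SD, set per campaign, cut at about 52% in these data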;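 note: 0% = DMSO treated cells and 100% = cells given Gossypol at 36 µM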
Starred values were filed as active, the others as inactive; x = not tested or not shown. A portion of the library; rates above refer to the full screens.

Results follow in this order: TLR9-MyD88 block, N-glyco inh, MC4R antag cAMP, NCOA2 inhibitor, H9c2 protect, MC4R ag barr, HTR2A ag, NOD2 RIPK2 PPI, ABCB6 inh 2, ABHD5 PLIN5 PPI
CCC(=O)Nc1cccc(SC)c1
 : -4, 3, -3, -12, -1, 1.9, 4, -3, 101, 9
O=C(Nc1ccc(F)cc1)Nc1ccc([N+](=O)[O-])cn1
 : -10, -3, 1, -37, -12, 2.4, 1, -2, 98, -1
c1ccc(CN2CCC3CC2c2cc(N4CCCCC4)ccc23)cc1 (stereo not given)
 : 1, 2, 7, 2, -10, 3.3, 10, 1, 100, 13
CCOC(=O)COc1nc(C)cc(C(F)(F)F)c1C#N
 : x, 1, -3, 0, 3, -2.7, 4, 0, 99, -1
O=C(Cn1nnc2ccccc2c1=O)NC1CCCCC1
 : 1, -2, 0, -36, -9, -3.1, -4, 1, 98, 5
CCOc1ccc(NC(=O)C(CC(=O)O)Cc2ccc(Br)cc2)cc1 (stereo not given)
 : 17, 0, 7, -8, -2, -1.4, 2, -5, 96, 2
O=c1ccc(-c2ccc(S(=O)(=O)Nc3cccc([N+](=O)[O-])c3)s2)n[nH]1
 : 8, 2, 2, 4, 0, -0.7, 3, 9, 101, -4
Cc1nccn1-c1c2c(c(C#N)c3nc4ccccc4n13)CCCC2
 : -8, 1, 3, 1, -2, -0.3, -1, 11, 96, -1
O=C(O)c1ccc(Cl)c(S(=O)(=O)N(Cc2ccccc2)c2ccc(F)cc2)c1
 : -1, 1, 3, 9, -3, -0.8, -1, 8, 98, -7
COc1cccc(NC(=O)CCC2CCN(Cc3nccs3)CC2)c1
 : -7, x, 13, 17, -3, 0.7, -1, 9, 97, -8
Cc1csc(NC(=O)CSc2nc(C(C)C)nc3ccccc23)n1
 : -11, -1, 1, -2, -13, -0.7, 9, -1, 93, 2
COc1ccc(/C=C/c2cc(C(F)(F)F)on2)cc1
 : 3, 0, -6, -42, -5, 0.5, 6, -8, 101, -3
O=C(Nc1ccc(S(=O)(=O)N2CCCCC2)cc1)c1cnccn1
 : -3, -2, 11, -7, -10, 0.2, 2, 7, 93, -2
CCOC(=O)C1=C(N)OC2=C(C(=O)CC(C)(C)C2)C1c1cc(CSc2nnnn2C)cs1 (stereo not given)
 : 7, -1, 14, 5, 15, -1.5, 3, -3, 101, 6
C=CCc1ccc(OCCOc2cccc3ccc(C)nc23)c(OC)c1
 : -1, 5, 14, 10, -5, -0.8, 1, 10, 91, 6
OCc1ccccc1N=Cc1cccnc1
 : -5, 1, 3, 0, 1, -2.0, -3, -7, 98, -1
O=C(COC(=O)c1ccccc1[N+](=O)[O-])Nc1cccnc1Cl
 : 2, 1, 5, -26, 8, -3.8, -1, 4, 96, 9
Cc1csc(SCC(=O)NC(=O)NCc2ccccc2)n1
 : 5, x, 2, 15, -4, -1.9, -2, -6, 84, -7
Cc1c(-n2c(=S)[nH]c3ccccc3c2=O)c(=O)n(-c2ccccc2)n1C
 : 1, 1, -4, -16, -4, 0.9, 1, -2, 98, -5
O=C(CCCc1c[nH]c2ccccc12)Nc1ccc2ccccc2c1
 : 5, 2, 4, -12, -6, -0.2, 0, -2, 94, 8
COc1ccccc1C(=O)N=C1SC2CS(=O)(=O)CC2N1c1ccccc1 (stereo not given)
 : 6, -5, 4, 10, 6, -1.7, 5, -6, 113, 7
O=C(Nc1ccc(CSc2ccccc2)cc1)c1ccc(CN2CCOCC2)cc1
 : 10, -3, 5, 17, -10, 4.3, -1, -2, 96, 4
COc1ccc(N2CCN(C(=O)c3ccc(CS(=O)(=O)c4ccc(Br)cc4)o3)CC2)cc1
 : -20, -1, 3, -6, 0, -1.9, 2, -5, 98, 10
CC(=O)c1cccc(NC(=O)c2c(-c3c(F)cccc3Cl)noc2C)c1
 : -7, 0, -7, 18, -2, 0.3, -1, -1, 100, -4
COc1ccc(CCN2C(=O)CC(C(C)c3ccccc3)C2=O)cc1OC (stereo not given)
 : 2, -3, 5, 22, 4, 0.1, -4, 3, 103, 1
O=C(c1ccc2c(c1)OCCO2)N1CCN(c2ccccn2)CC1
 : -4, -1, 3, -19, -2, -0.9, 6, -11, 98, 3
Cc1c(Cl)cccc1NC(=O)NC1CCCCC1
 : -2, -2, 9, -5, 0, 0.5, -2, -2, 100, 1
CCC(=O)N1CCc2cc(Br)cc(S(=O)(=O)N3CCN(C(=O)c4ccco4)CC3)c21
 : -5, 0, 6, -13, 20, -1.2, 6, 5, 97, 6
CC(=NCC1CCCO1)C1=C(O)CC(C)(C)CC1=O (stereo not given)
 : -4, 4, 5, -14, 12, -1.0, 0, 9, 103, 0
Clc1ccc(CN2CCSCC2)cc1Cl
 : 6, -2, 10, -7, 6, 1.8, -1, -1, 93, -2

Quoted at random: four compounds from above
Results follow in this order: TLR9-MyD88 block, N-glyco inh, MC4R antag cAMP, NCOA2 inhibitor, H9c2 protect, MC4R ag barr, HTR2A ag, NOD2 RIPK2 PPI, ABCB6 inh 2, ABHD5 PLIN5 PPI
CCC(=O)N1CCc2cc(Br)cc(S(=O)(=O)N3CCN(C(=O)c4ccco4)CC3)c21
 : -5, 0, 6, -13, 20, -1.2, 6, 5, 97, 6
O=c1ccc(-c2ccc(S(=O)(=O)Nc3cccc([N+](=O)[O-])c3)s2)n[nH]1
 : 8, 2, 2, 4, 0, -0.7, 3, 9, 101, -4
COc1ccc(CCN2C(=O)CC(C(C)c3ccccc3)C2=O)cc1OC (stereo not given)
 : 2, -3, 5, 22, 4, 0.1, -4, 3, 103, 1
CC(=NCC1CCCO1)C1=C(O)CC(C)(C)CC1=O (stereo not given)
 : -4, 4, 5, -14, 12, -1.0, 0, 9, 103, 0

Back to the main list; the 3 compounds before the break are reprinted first.
Results follow in this order: TLR9-MyD88 block, N-glyco inh, MC4R antag cAMP, NCOA2 inhibitor, H9c2 protect, MC4R ag barr, HTR2A ag, NOD2 RIPK2 PPI, ABCB6 inh 2, ABHD5 PLIN5 PPI
CCC(=O)N1CCc2cc(Br)cc(S(=O)(=O)N3CCN(C(=O)c4ccco4)CC3)c21
 : -5, 0, 6, -13, 20, -1.2, 6, 5, 97, 6
CC(=NCC1CCCO1)C1=C(O)CC(C)(C)CC1=O (stereo not given)
 : -4, 4, 5, -14, 12, -1.0, 0, 9, 103, 0
Clc1ccc(CN2CCSCC2)cc1Cl
 : 6, -2, 10, -7, 6, 1.8, -1, -1, 93, -2
CC(C)(C)NCC(=Cc1ccccc1)C(=O)c1ccccc1
 : -2, -20, 7, 68*, -13, -1.9, -6, 27*, 93, 41*
CCOC(=O)N1CCC2(CC1)C(C#N)=C(N)OC1=C2C(=O)CC(C)(C)C1
 : 7, 0, 0, -19, 0, 3.7, 4, 1, 108, 15
O=C(Nc1ccc2c(c1)CCC2)c1ccc(F)cc1
 : -10, -16, 1, -23, -15, 1.4, 2, -1, 100, -6
CC/C(=N\NC(=O)c1c(C)nc2ccccn12)c1ccc(Cl)cc1
 : 3, 0, 1, -41, 0, 0.6, -2, 0, 100, -4
COc1ccc(-n2nc(C)c3sc(C)nc3c2=O)cc1
 : 3, 1, 7, -23, 2, 0.2, -3, 8, 104, 12
COc1ccccc1-c1cc(C(=O)N2CCN(S(=O)(=O)c3ccc(C)cc3)CC2)[nH]n1
 : -6, 0, -3, -24, -7, 1.4, 1, -9, 97, -4
COc1ccc(C(=O)/C=C/c2cc(OC)c(O)c(OC)c2)c(F)c1
 : 7, 7, 2, 26, 22, -1.5, -7, -1, 95, 20
CCCC1(CCC)NC(=O)N(CC(=O)N2CCc3ccccc32)C1=O
 : -2, 1, -2, -27, 4, 1.0, 0, -14, 96, 3
CCOC(=O)CC1C(=O)NCCN1Cc1cccc(OC)c1 (stereo not given)
 : 1, -4, -2, -8, -7, 1.3, 4, 0, 105, 11
O=C1CC(N(C(=O)c2ccco2)c2ccc(F)cc2)C(=O)N1c1ccc(F)cc1 (stereo not given)
 : -1, 0, 15, 2, 1, 2.1, 4, -8, 98, -3
O=C(O/N=C1/CCCc2occc21)c1ccc(F)cc1
 : -10, 0, 21, -13, -19, -1.1, 0, 1, 93, -4
COc1cccc(CNC(=O)CCC2CCCN(C(=O)c3cc(C4CC4)[nH]n3)C2)c1 (stereo not given)
 : 0, -1, 5, -32, -2, 2.2, -6, 8, 109, 3
Cc1cccc(NC(=O)/C(=C/c2cccc([N+](=O)[O-])c2)NC(=O)c2cccs2)c1
 : -9, -1, 0, -10, 0, -1.5, -5, -5, 100, -5
CCOC(=O)C1=CNS(=O)(=O)NC1c1ccc(C(=O)OC)cc1 (stereo not given)
 : -7, 2, 4, -27, 6, -2.0, 6, -6, 96, 8
[O-]c1n[n+](-c2ccc(Cl)cc2)cc2ccccc12
 : -6, 3, -8, -17, -4, -0.7, 3, -3, 99, 1
OC(c1ccccc1)c1nc(/C=C/c2ccccc2)cs1 (stereo not given)
 : x, -3, 7, -64, -2, -0.1, -6, -4, 98, -3
CN(C(=O)C1CCOC1)c1nnc(-c2ccncc2)s1 (stereo not given)
 : 9, 1, 1, 4, -5, 0.1, 0, 1, 92, -2
CC(C)(C)NC(=O)NC(=O)CSc1ncn[nH]1
 : -3, 1, -2, 2, -5, -3.2, 9, -8, 95, -1
O=C(NCc1cc(Br)cc(Br)c1OC(=O)c1ccccc1[N+](=O)[O-])c1ccccc1
 : -2, 1, 1, 11, -7, -1.6, -5, 9, 102, 7
CC(C)C[C@H]1CN([C@@H](Cc2ccccc2)CN2CCC[C@@H]2CN2C(=O)C(=O)NC[C@@H]2Cc2ccc(O)cc2)C(=O)C(=O)N1CC1CCCCC1
 : x, 2, x, 3, 2, x, 1, -12, 105, 5
CC(C)NC(=O)N(C)C[C@H]1Oc2ccc(NS(=O)(=O)c3ccc(Cl)cc3)cc2CC(=O)N([C@@H](C)CO)C[C@@H]1C
 : -6, 2, 16, -1, -4, 0.0, -10, 10, 97, -9
NC(=O)c1nn(-c2cccc(Cl)c2)c(=O)cc1O
 : -1, 1, 3, -23, 8, -1.1, 7, 9, 96, 2
O=C(COC(=O)c1c(F)cccc1F)Nc1ccccc1OC(F)F
 : 5, 5, -3, 0, 2, -1.2, 2, 6, 93, 2
COc1ccc(C(=O)NC(=S)NCc2ccc(-c3nc4ccccc4o3)cc2)cc1OC
 : -1, 2, -1, -4, -8, 4.3, -3, 5, 93, 11
O=S(=O)(NCCOc1ccccc1F)c1cccc(Br)c1
 : 1, 2, -2, 2, -4, 3.0, -1, 6, 97, -1
Cc1cc(C)n(C(C)CC(=O)Nc2ccc3c(c2)OCCO3)n1 (stereo not given)
 : 9, -1, 4, -11, 2, -1.2, 1, 8, 102, 1
Cc1nc2ccc(Cl)cc2nc1C
 : -1, 0, 11, 12, 3, -3.2, -4, -3, 98, -1
